LDHA inh = inhibitors of human lactate dehydrogenase A; activity change, % (values are at about 110 or 230 µM); purified LDHA, NADH/diaphorase-resazurin fluorescence; hits give low values; 480,000 tested, 0.15% active; P00338; in the data active = activity change below about -30%; inconclusive = mostly about -25% to -30%;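 note: plate controls were DMSO wells for no effect and wells without enzyme for full effect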
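Enzyme activity of human lactate dehydrogenase 5 (2 nM; 0.06 mM NADH, 0.2 mM pyruvate, 5 min, RT) is measured via a resazurin/diaphorase fluorescence readout of residual NADH.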
Anesthetic bind = binds horse apoferritin like a general anesthetic. P02791. apoferritin/1-aminoanthracene competitive binding, fluorescence. Potency, µM (titrated, usually from 77.5 µM), for inactives: at the top dose activity change, negative = displacement, actives largely listed as inhibitors. 350,000 tested, 0.074% active; note: potency is the fitted concentration of half-maximal effect; % is set by controls: 0 for no effect and ±100 for the full control effect; nearly all actives have a fitted effect of over 20% in size
Target sequence (P02791 2-175 limits assumed): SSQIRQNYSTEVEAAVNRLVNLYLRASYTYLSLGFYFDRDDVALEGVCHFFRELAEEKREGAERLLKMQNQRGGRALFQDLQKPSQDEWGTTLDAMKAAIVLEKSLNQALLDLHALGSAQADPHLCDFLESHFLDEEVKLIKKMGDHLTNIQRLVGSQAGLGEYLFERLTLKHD
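Horse-spleen apoferritin (10 uM) in 50% saturated 1-aminoanthracene in PBS was incubated 10 min at room temperature with compound. Fluorescence (ex 380, em 535 nm) was normalized to free and bound 1-AMA, with concentration-response fitted by a four-parameter Hill equation.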
APEX1 inh = blocks human APE1 abasic DNA cleavage; P27695; recombinant APE1, TAMRA/BHQ-2 abasic DNA cleavage fluorescence; Potency, µM (doses to about 65.8 µM), without a hit: at the top dose activity change, negative = inhibition, actives largely listed as inhibitors; 350,000 tested, 0.35% active;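 note: potency is the fitted concentration of half-maximal effect; plate controls were vehicle for no effect and reference inhibitor for full effect; nearly all actives have a fitted effect of over 55% in size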
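Incision of a quenched TAMRA/BHQ-2 THF abasic-site duplex (50 nM) by 0.75 nM APE1, after 15 min compound preincubation, measured as fluorescence increase over three 60 s reads. Values normalized to buffer, DMSO and NSC13755 control wells.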
Pol kappa inh = inhibitors of human DNA polymerase kappa | AID 588579 | Potency, µM (doses to about 107 µM), inactives show top-dose activity, negative = inhibition, actives largely listed as inhibitors | Q9UBT6 | purified Pol kappa, fluorescent DNA synthesis assay, 10 min | 400,000 tested, 0.53% active; note: potency is the fitted concentration of half-maximal effect; % is set by controls: 0 for no effect and ±100 for the full control effect
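50 nM final substrate added after 15 min RT preincubation of 10 nM Pol kappa with compound; fluorescence read at 0 and 10 min.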
RGS4 inhibitor = inhibitors of human regulator of G protein signaling 4; P49798; Transcreener GDP fluorescence polarization, RGS4-accelerated GTP hydrolysis; Potency, µM (titrated, usually from 114 µM), for inactives: top-dose activity change, negative = inhibition, usual class: inhibitors; 390,000 tested, 0.039% active; note: potency is the fitted concentration of half-maximal effect; % is set by controls: 0 for no effect and ±100 for the full control effect; nearly all actives have a fitted effect of over 75% in size; some results filed as inactive show a strong effect at the top dose
Target sequence (P49798 whole entry, looked up): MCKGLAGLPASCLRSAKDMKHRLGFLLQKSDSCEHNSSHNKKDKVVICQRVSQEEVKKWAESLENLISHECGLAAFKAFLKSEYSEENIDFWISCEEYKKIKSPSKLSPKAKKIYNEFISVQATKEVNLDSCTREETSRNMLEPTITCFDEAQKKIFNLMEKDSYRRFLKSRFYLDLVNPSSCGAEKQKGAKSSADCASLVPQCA
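MLSMR compounds (23 nl, pin-transferred) preincubated 10 min at room temperature with a 500nM (2x) first reagent, then RGS4 at 900nM (2x) plus Transcreener GDP mix added; fluorescence polarization (620/688 nm) read before and after 90 min at 30 °C.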
Pol eta inh = DNA polymerase eta (human) inhibition; Q9Y253; recombinant Pol eta, fluorescent DNA replication assay; Potency, µM (highest dose often 114 µM), for the others: at the highest dose activity change, negative = inhibition, usual class: inhibitors; 390,000 tested, 1.2% active; AID 588591; note: potency is the fitted concentration of half-maximal effect; % is set by controls: 0 for no effect and ±100 for the full control effect
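Pol eta at 10 nM preincubated with compounds 15 min at room temperature; reaction started with fluorescent substrate (50 nM final) and read kinetically at 0 and 10 min.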
ERG-DNA inh = blocks human ERG Ets domain binding to DNA; P11308; fluorescence polarization, His-ERG Ets domain / labelled DNA; Potency, µM (doses to about 76.9 µM), without a hit: top-dose FP activity, negative = inhibition, most hits filed as inhibitors; 370,000 tested, 0.028% active; AID 624246; active = well fitted inhibition curve with a large enough effect in the polarisation, with a control signal flat; inconclusive = small, poorly fitted or top-dose-only effect, or effect the other way, or a change in a side signal; inactive = no such curve, though single readings can be large or run the other way; the % refers to the polarisation;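 note: polarization taken with two DNA probes labelled with fluorescein and Texas red; potency is the fitted concentration of half-maximal effect; % of control where 0% means no effect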
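His-tagged ERG Ets domain (1 uM in the protein solution; 300mM KCl, 50mM Tris-HCl, 1mM EDTA, 1mM DTT, pH 7.5) received compound, then a probe mix of 5 nM fluorescein-DNA and 100nM Texas-615-DNA. Fluorescence polarization was read for both dyes.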
12-LOX inh = ALOX12 (human) lipoxygenase inhibition. P18054. purified 12hLO, xylenol orange hydroperoxide absorbance. Potency, µM (doses to about 108 µM), without a hit: at the top dose activity change, negative = inhibition, usual class: inhibitors. 580,000 tested, 1.1% active. AID 1671190; note: potency is the fitted concentration of half-maximal effect; % is set by controls: 0 for no effect and ±100 for the full control effect
Target sequence (P18054 whole entry, looked up): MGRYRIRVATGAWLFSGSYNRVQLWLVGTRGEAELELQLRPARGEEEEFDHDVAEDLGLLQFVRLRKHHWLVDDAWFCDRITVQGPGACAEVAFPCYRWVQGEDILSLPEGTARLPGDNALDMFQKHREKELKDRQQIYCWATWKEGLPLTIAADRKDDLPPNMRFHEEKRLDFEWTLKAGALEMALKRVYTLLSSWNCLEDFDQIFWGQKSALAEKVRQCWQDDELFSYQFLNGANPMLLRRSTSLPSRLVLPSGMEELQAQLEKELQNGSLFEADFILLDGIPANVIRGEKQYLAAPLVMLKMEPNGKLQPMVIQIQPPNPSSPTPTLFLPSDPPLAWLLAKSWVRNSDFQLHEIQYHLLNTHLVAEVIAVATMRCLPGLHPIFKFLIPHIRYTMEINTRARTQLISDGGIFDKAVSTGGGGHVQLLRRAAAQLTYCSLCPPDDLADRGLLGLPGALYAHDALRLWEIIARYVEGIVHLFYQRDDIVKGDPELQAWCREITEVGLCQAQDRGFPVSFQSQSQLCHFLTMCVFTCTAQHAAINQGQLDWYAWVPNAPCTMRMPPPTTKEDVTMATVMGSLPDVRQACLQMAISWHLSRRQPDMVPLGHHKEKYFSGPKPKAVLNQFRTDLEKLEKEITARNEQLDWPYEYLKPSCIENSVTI
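Hydroperoxide product was detected by ferrous iron/xylenol orange as the 573 to 405 nm absorbance ratio. Arachidonic acid at 40 uM (final) was turned over for 30 min at room temperature by 150 nM human 12hLO, pH 7.0 Hepes buffer, after 15 min compound preincubation.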
POLB inh = blocks human DNA polymerase beta activity | P06746 | Pol beta primer extension/strand displacement, fluorescence kinetic | Potency, µM (highest dose often 114 µM), without a hit: at the highest dose activity change, negative = inhibition, usual class: inhibitors | 340,000 tested, 1.3% active | AID 485314; note: potency is the fitted concentration of half-maximal effect; % is set by controls: 0 for no effect and ±100 for the full control effect
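Pol beta (10 nM) was preincubated with compound for 15 min at room temperature. The reaction was then started with 50 nM substrate and read immediately and after a further 10 min at room temperature.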
Starred values were filed as active, the others as inactive; ? = inconclusive; · = not tested or not shown; & = joins results of further samples; [ ] = dose if it differs, or a comment. Unless noted, calls come from the whole dose curve; as a rule, active = well fitted curve in the direction sought with a large enough effect; inconclusive = small, poorly fitted or top-dose-only effect, or another doubt; inactive = no such curve, though single readings can be large; an effect the other way counts as inactive or inconclusive. These rows are one share of the data. The share of hits here may be higher or lower than overall.

SMILES	LDHA inh	Anesthetic bind	APEX1 inh	Pol kappa inh	RGS4 inhibitor	Pol eta inh	ERG-DNA inh	12-LOX inh	POLB inh
CCCN(CCC)c1nc(-c2ccccn2)nc2ccccc12	3	6%	15%	-6%	0%	-14%	-4%	1%	4%
N#Cc1cc2c(nc1SCC(N)=O)CCCCC2	-3	-13%	-1%	-4%	15%[11.4 µM]	-13%	-7%	28%	-10%
Cc1c2cc[n+](CCN3CCCCC3)cc2c(C)c2c1[nH]c1ccc(O)cc12	10	·	·	35µM*	?	2.8µM*	·	·	·
CCN(CC)c1ccc2cc(-c3nc(-c4ccccc4F)no3)c(=O)oc2c1	1	-2%	·	-2%	-9%	-8%	-1%	-11%	2%
COc1ccc(NC(=O)Cc2c(O)c3ccccc3[nH]c2=O)cc1	-9	-5%	-4%	-12%	4%	-9%	-2%	-16%	1%
CCCCCCc1nc(C(N)=O)c2[nH]c(=O)n(-c3ccc(OCC)cc3)c2n1	-5	2%	10%	-6%	16%	-14%	4%	·	1%
Cc1ccc(CNC(=O)CCS(=O)(=O)c2ccc(Br)s2)cc1	-4	-16%	18%	-22%	20%[11.4 µM]	?	-1%	33%[activator]	10%
COc1ccc(NS(=O)(=O)c2cccc(-c3n[nH]c(=S)n3Cc3ccccc3)c2)cc1	-6	-7%	8%	-16%	-30%	-22%	0%	32µM*	1%
O=C(COC(=O)c1ccccc1O)NC(=O)c1ccc(OC(F)F)cc1	-16	·	3%	4%	-10%	-19%	3%	-7%	·
COc1ccc(CCNC(=O)CSc2nnc(-c3ccccc3)o2)cc1OC	-3	-8%	-3%	6%	2%	-18%	-5%	-15%	-23%
Cc1ccc(NC(=S)NC(=O)C2CCCC2)c(Br)c1	-4	·	2%	-11%	-21%	-14%	2%	35µM*	·
CN(C)/C=C1/C(=O)N(c2ccc([N+](=O)[O-])cc2)N=C1c1ccccc1	·	-17%	?	·	·	·	·	?	23%
COc1ccccc1N1CCN(C(=O)c2c(C)noc2C)CC1	-4	-2%	-2%	-16%	4%	-10%	-1%	0%	14%
CCOCCCNC(=O)c1ccc(CS(=O)(=O)Cc2ccccc2F)o1	-6	-14%	-1%	89µM*	-15%	?	-13%	0%	2%
CCc1ccccc1NC(=O)c1cc(-c2ccc(F)cc2)on1	-16	-4%	-3%	-3%	7%	-14%	-8%	-9%	3%
CCCCOc1ccc(Cn2c(=O)oc3ccccc32)cc1	-7&4	0%&-1%	-4%	-6%&-10%	-4%[56.9 µM]	-4%&-4%	1%&3%	40%&-23%[activator]	6%&-9%
COC(=O)c1sccc1NC(=O)c1c(C)cc(=O)oc1C	-5	-9%	32%[activator]	-6%	10%	-9%	-2%	0%	4%
CCOc1ccc(-n2c(SCC(=O)Nc3cc(C)on3)nc3c(c2=O)SCC3)cc1	-6	-14%	11%	0%	5%	7%	1%	-6%	90%
CC1CCN(c2ccc(C(=O)NCc3ccco3)cc2[N+](=O)[O-])CC1	0	?	2%	-9%	-3%	?	0%	-20%	8%
O=C(Nc1cnc2ccccc2c1)c1ccncc1	-2	-12%	-3%	25%	-14%	-2%	16%	5%	32%

Molecules listed so far that have an aryl methoxy group, in the order listed:
SMILES	LDHA inh	Anesthetic bind	APEX1 inh	Pol kappa inh	RGS4 inhibitor	Pol eta inh	ERG-DNA inh	12-LOX inh	POLB inh
COc1ccc(NC(=O)Cc2c(O)c3ccccc3[nH]c2=O)cc1	-9	-5%	-4%	-12%	4%	-9%	-2%	-16%	1%
COc1ccc(NS(=O)(=O)c2cccc(-c3n[nH]c(=S)n3Cc3ccccc3)c2)cc1	-6	-7%	8%	-16%	-30%	-22%	0%	32µM*	1%
COc1ccc(CCNC(=O)CSc2nnc(-c3ccccc3)o2)cc1OC	-3	-8%	-3%	6%	2%	-18%	-5%	-15%	-23%
COc1ccccc1N1CCN(C(=O)c2c(C)noc2C)CC1	-4	-2%	-2%	-16%	4%	-10%	-1%	0%	14%

Going on with the list:
Screens in order – LDHA inh, Anesthetic bind, APEX1 inh, Pol kappa inh, RGS4 inhibitor, Pol eta inh, ERG-DNA inh, 12-LOX inh, POLB inh
CC(OC(=O)c1cccc(N(C)C)c1)C(=O)N1CCc2ccccc2C1 (centres undefined)
→ 4, ·, 20%, -4%, 2%, ?, 9%, -4%, ·
O=C(c1ccco1)N1CCN(C(=O)C2CCN(S(=O)(=O)c3cccc4nsnc34)CC2)CC1
→ -3, ·, ·, -6%, -16%, -9%, -1%, 8%, ·
COc1ccc(CNC(=O)COC(=O)c2cccnc2Nc2cccc(C(F)(F)F)c2)cc1
→ -1, -8%, 3%, -4%, ?, -11%, 0%, 8%, 1%
Cc1ccc(-n2ncc(C(=O)NCc3ccccn3)c2C2CCN(C(=O)OC(C)(C)C)CC2)cc1C
→ -2, -13%, ·, -13%, 26%, -9%, -1%, -1%, -13%
COc1ccccc1NC(=O)Cn1nnc(C(=O)NCc2ccc3c(c2)OCO3)c1N
→ -13&-7, ?, -12%, -6%&-18%, -5%[56.9 µM], 0%&-6%, 5%&15%, -2%&-21%, -22%&-2%
O=C(COc1ccc(Cl)cc1)Nc1ccc2c(c1)C(=O)NC2=O
→ -1, -15%, 27%, 9%, -18%, -14%, -1%, -17%, -17%
CCOc1cc(CO)cc(Br)c1OCC(=O)O
→ -1, ·, ·, -34%, -21%, 16µM*, -8%, 13%, ·
CC1CCN(c2ccc(NC(=O)c3cccnc3)cc2)CC1
→ 16, -23%, 1%, -22%, -13%, 1%, -8%, 2%, -18%
CCCc1cc(C(=O)N2CCC(n3nccc3NC(=O)c3ccc(OC)cc3)CC2)no1
→ -2, -11%, 41%[activator], 5%, -22%[56.9 µM], 6%, 12%, -8%, 58%
CC1CCCN(C2=C(NS(=O)(=O)c3ccc(Cl)cc3)C(=O)c3ccccc3C2=O)C1 (centres undefined)
→ 23, -6%, 2%, -13%, -15%, -8%, -4%, ?, ?
CC1CCN(C(c2cc3cc4c(cc3[nH]c2=O)OCO4)c2nnnn2CC2CCCO2)CC1 (centres undefined)
→ 16, -5%, 5%, -4%, -22%, -13%, 5%, -31%, 87%
O=C(c1ccc2c(c1)N(Cc1ccccc1F)C(=O)c1ccccc1S2(=O)=O)N1CCc2ccccc21
→ 2, -4%, ·, -8%, -14%, -9%, -1%, -8%, 24%
Nc1ncnc(N)c1N=Nc1ccccc1
→ -5, -14%, 1%, -2%, 34%, -7%, -8%, -7%, 1%
c1nc(NCc2ccc3c(c2)OCO3)c2cc(-c3ccoc3)ccc2n1
→ -12, ·, -5%&-27%, -14%, -33%, 6%, ·, ?, ·
O=C(CSc1nc(O)cc(=O)n1-c1ccccc1)Nc1ccc2c3c(cccc13)CC2
→ 0, 0%, -10%, -17%, -8%, -29%, 11%, ?, 35µM*
COc1ccccc1OCCNC(=O)c1cccs1
→ -5, -7%, -3%, -9%, 12%, -4%, -3%, 0%, 33%
CC1Cc2cc(S(=O)(=O)NCc3ccc(N(C)C)cc3)ccc2N1C(=O)C1CCC1 (centres undefined)
→ 4, 49%[activator], ·, -16%, 12%, -21%, 4%, -10%, -23%
COc1ccc(CN(C)C(=O)c2ccc(OCC(=O)N3CCOCC3)c(OC)c2)cc1
→ -3, ·, 29%, -11%, -32%, -16%, 23%, 410%[activator], ·
Cc1ccc(S(=O)(=O)N2CCc3ccccc3C2)cc1
→ -9, 6%, 47%[activator], -19%, -11%, -11%, -5%, 1%, 17%
Cc1c(NC2=NC(C)(C)Cc3ccccc32)c(=O)n(-c2ccccc2)n1C
→ -8, 10%, 30%, -7%, -11%, -13%, -4%, 138%[activator], 5%

The listing continues:
Screens in order – LDHA inh, Anesthetic bind, APEX1 inh, Pol kappa inh, RGS4 inhibitor, Pol eta inh, ERG-DNA inh, 12-LOX inh, POLB inh
Cc1cc(C)cc(N(CC(=O)NCc2ccccc2Cl)S(=O)(=O)c2c(C)[nH]c(=O)[nH]c2=O)c1
→ -4&0, ?, 26%, -5%&-2%, -5%[56.9 µM], -2%&-11%, -2%&-2%, 6%&-3%, -10%&0%
CCc1c(O)nc(SCC(=O)Nc2ccccc2C)n(-c2ccc(C)cc2)c1=O
→ -5, -5%, 5%, -7%, 7%, -19%, 7%, -7%, 41%
O=C(COc1ccc(C2SCCS2)cc1)Nc1ccc(Cl)cc1
→ -2, -5%, 23%, 1%, 17%, -19%, -9%, 153%[activator], 19%
CC(C)c1ccc(S(=O)(=O)N2CCC(C(=O)NCc3ccco3)CC2)cc1
→ -4, ·, -9%, -16%, 20%, -5%, -6%, 10%, ·

Screening data from PubChem BioAssay.
